# Bioassay records (PubChem BioAssay)
# Vif-A3G inh – Vif-A3G binding inhibition. actives 0.076% (n = 410,000). HeLa A3G-eYFP + Vif (tagged APOBEC3G with the HIV-1 protein that degrades it), YFP fluorescence, overnight. Q9HC16. Potency, µM (series often up to 46.1 µM), without a hit: top-dose activity, negative = active, hits mostly inhibitors. AID 602310;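 note: potency is the fitted concentration of half-maximal effect; % is set by controls: 0 for no effect and ±100 for the full control effect; nearly all actives have a fitted effect of over 60% in size; hits raise eYFP signal because A3G escapes Vif-driven loss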
#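 Read-out is eYFP fluorescence (Ex 488/Em 500-530) from Vif-expressing HeLa A3G-eYFP cells; more signal means A3G escaped Vif-mediated degradation. Cells plated overnight, compound pinned in, incubated overnight at 37 deg C.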
# Glioma ERSR ind – inducers of ER stress response in human glioma cells. U87-MG GRP78 promoter luciferase reporter, 16 h. Potency, µM, without a hit: top-dose activation, hits mostly activators. actives 0.02% (n = 420,000); note: potency is the fitted concentration of half-maximal effect; series mostly up to about 76 µM; % of control where 0% means no effect; nearly all actives have a fitted effect of over 35% in size
#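 Stably transfected U87-MG human glioma cells carrying a GRP78-based luminescent sensor were seeded at 1000 cells/well, pin-dosed with compounds and incubated 16 h. Luciferase reagent was then added, and end-point luminescence was read after 10 min at room temperature.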
# TrxR1 inh – rat TrxR1 inhibition; O89049; recombinant rTrxR1, NADPH fluorescence consumption, selenite substrate; Potency, µM (highest dose often 114 µM), for inactives: top-dose activity change, negative = inhibition, most hits filed as inhibitors; actives 1% (n = 390,000); note: potency is the fitted concentration of half-maximal effect; % is set by controls: 0 for no effect and ±100 for the full control effect; nearly all actives have a fitted effect of over 65% in size
#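 Rat TrxR1 (90 nM in the dispensed reagent) was pre-reduced with 400 uM NADPH for 5 min at room temperature, then incubated with compound for 15 min. After 400 uM selenite was added, NADPH fluorescence (Ex 340/Em 450 nm) was followed for 8 min.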
# TrxR1 substrate – substrates of rat thioredoxin reductase 1. Potency, µM (series often up to 114 µM), without a hit: at the highest dose activity change, negative = substrate turnover. purified TrxR1 substrate turnover, NADPH consumption readout. actives 0.01% (n = 390,000). O89049; note: potency is the fitted concentration of half-maximal effect; % is set by controls: 0 for no effect and ±100 for the full control effect; nearly all actives have a fitted effect of over 50% in size
#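 Rat TrxR1, dispensed at 90 nM, was prereduced with 400 uM NADPH (final) for 5 min at ~22 deg C, then incubated with compound 15 min before 400 uM selenite. A first-read NADPH fluorescence drop versus no-compound background flagged substrates.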
# RGS4 inh – blocks human RGS4-accelerated GTP hydrolysis | Transcreener GDP fluorescence polarization, RGS4-accelerated GTP hydrolysis | Potency, µM (top dose mostly 114 µM), inactives show at the highest dose activity change, negative = inhibition, most hits filed as inhibitors | actives 0.039% (n = 390,000) | AID 504845; note: potency is the fitted concentration of half-maximal effect; % is set by controls: 0 for no effect and ±100 for the full control effect; nearly all actives have a fitted effect of over 75% in size; some results filed as inactive show a strong effect at the top dose
# Target sequence (P49798 whole entry, looked up): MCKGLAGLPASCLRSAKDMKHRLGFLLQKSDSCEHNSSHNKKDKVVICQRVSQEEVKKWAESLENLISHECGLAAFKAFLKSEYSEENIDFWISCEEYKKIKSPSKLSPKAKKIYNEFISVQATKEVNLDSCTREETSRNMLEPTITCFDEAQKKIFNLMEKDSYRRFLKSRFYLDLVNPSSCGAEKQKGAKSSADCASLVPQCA
#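 MLSMR compounds (23 nl, pin-transferred) preincubated 10 min at room temperature with a 500nM (2x) first reagent, then RGS4 at 900nM (2x) plus Transcreener GDP mix added; fluorescence polarization (620/688 nm) read before and after 90 min at 30 °C.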
# IDH1 R132H inh – inhibitors of human mutant IDH1 R132H; O75874; IDH1-R132H enzyme, NADPH consumption, diaphorase/resazurin fluorescence; Potency, µM (top dose mostly 76.6 µM), inactives show at the highest dose activity change, negative = inhibition, most hits filed as inhibitors; actives 0.093% (n = 390,000); note: potency is the fitted concentration of half-maximal effect; % is set by controls: 0 for no effect and ±100 for the full control effect; nearly all actives have a fitted effect of over 65% in size
#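 IDH1-R132H (0.5 ug/mL dispensed) in pH 7.5 Tris buffer was preincubated 30 min with compound, then given a substrate mix of 0.016 mM NADPH and 2 mM alpha-KG for 80 min at room temperature; remaining NADPH was read by diaphorase/resazurin fluorescence.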
# Vif-A3F inh – inhibitors of Vif-A3F interaction; HeLa A3F-eYFP + Vif (tagged APOBEC3F with the HIV-1 protein that degrades it), YFP fluorescence increase; AID 602313; Potency, µM (doses to about 46.1 µM), inactives show at the top dose activity, negative = active; actives 0.2% (n = 390,000); note: potency is the fitted concentration of half-maximal effect; % of control where 0% means no effect; nearly all actives have a fitted effect of over 65% in size
#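 Fluorescence increase (Ex 488/Em 500-530) after overnight compound treatment at 37 deg C flags inhibition of Vif-driven A3F-eYFP loss in stable HeLa A3F-eYFP/Vif cells seeded overnight beforehand.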
# USP1 inh – blocks the human USP1/UAF1 deubiquitinase complex. Potency, µM (doses to about 57.1 µM), for the others: at the top dose activity change, negative = inhibition, hits mostly inhibitors. actives 0.23% (n = 390,000). O94782. recombinant USP1/UAF1, Ub-Rhodamine cleavage fluorescence. AID 743255; note: potency is the fitted concentration of half-maximal effect; % is set by controls: 0 for no effect and ±100 for the full control effect; nearly all actives have a fitted effect of over 60% in size; inactives centre near -12
# Target sequence (O94782 whole entry, looked up): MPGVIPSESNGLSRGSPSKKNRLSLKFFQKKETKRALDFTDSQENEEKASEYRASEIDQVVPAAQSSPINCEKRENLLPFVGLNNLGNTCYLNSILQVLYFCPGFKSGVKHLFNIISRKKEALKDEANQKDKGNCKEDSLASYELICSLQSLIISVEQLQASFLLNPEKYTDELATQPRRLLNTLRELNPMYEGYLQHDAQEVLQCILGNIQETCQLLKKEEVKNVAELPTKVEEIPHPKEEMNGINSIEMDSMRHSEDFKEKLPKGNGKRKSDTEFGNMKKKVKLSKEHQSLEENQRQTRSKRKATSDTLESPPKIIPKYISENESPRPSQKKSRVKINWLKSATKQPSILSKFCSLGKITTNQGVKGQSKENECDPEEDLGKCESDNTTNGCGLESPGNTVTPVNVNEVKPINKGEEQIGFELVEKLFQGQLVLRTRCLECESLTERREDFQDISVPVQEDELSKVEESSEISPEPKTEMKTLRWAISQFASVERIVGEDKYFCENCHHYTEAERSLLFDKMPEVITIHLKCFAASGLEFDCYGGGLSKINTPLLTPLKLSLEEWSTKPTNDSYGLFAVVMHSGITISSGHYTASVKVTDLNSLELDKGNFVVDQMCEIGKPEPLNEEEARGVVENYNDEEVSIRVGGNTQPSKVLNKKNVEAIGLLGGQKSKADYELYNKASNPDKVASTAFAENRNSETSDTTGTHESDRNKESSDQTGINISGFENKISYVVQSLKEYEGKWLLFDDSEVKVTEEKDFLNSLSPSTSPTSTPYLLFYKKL
#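 USP1/UAF1 complex at 1 nM was preincubated with compound for 15 min at room temperature, then Ub-Rho substrate (150nM final) was added. Fluorescence (480/540 nm) was read kinetically, 6 reads every 60 seconds.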
# LDHA block – blocks human lactate dehydrogenase A; P00338; purified LDHA, NADH/diaphorase-resazurin fluorescence; hits give low values; activity change, % (values are at about 110 or 230 µM); actives 0.15% (n = 480,000); in the data active = activity change below about -30%; inconclusive = mostly about -25% to -30%;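 note: plate controls were DMSO wells for no effect and wells without enzyme for full effect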
#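 LDH5 2 nM; NADH 0.06 mM, pyruvate 0.2 mM; 200 mM Tris pH 7.4, EDTA, Tween-20; 5 min RT. Detection: diaphorase 0.133 mg/mL + resazurin 37 µM, fluorescence ex540/em590 at 0 and 20 min; normalized to enzyme-free and DMSO wells.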
# Numbers without * were called inactive; ? = inconclusive; · = not tested or not shown; & = joins results of further samples; [ ] = dose if it differs, or a comment. Unless noted, calls come from the whole dose curve; as a rule, active = well fitted curve in the direction sought with a large enough effect; inconclusive = small, poorly fitted or top-dose-only effect, or another doubt; inactive = no such curve, though single readings can be large; an effect the other way counts as inactive or inconclusive. These rows are one share of the data. The share of hits here may be higher or lower than overall.
SMILES,Vif-A3G inh,Glioma ERSR ind,TrxR1 inh,TrxR1 substrate,RGS4 inh,IDH1 R132H inh,Vif-A3F inh,USP1 inh,LDHA block
O=C(CSc1n[nH]c(-c2ccc(F)cc2)n1)NCc1ccccc1Cl,2%,-5%,5%[57.1 µM],1%[57.1 µM],-24%,23%,-8%,-11%,8
CC(=O)Nc1cc2c(cc1C(=O)c1ccccc1)OCCO2,-8%,4%,5%,-9%[57.1 µM],-10%,7%,-7%,-15%,2
CCOc1ccc(C(OC(=O)c2ccco2)C(=O)NCc2ccc(C)cc2)cc1 (stereo not given),-6%,2%,-5%,-9%,-36%,2%,·,-15%,2
COC(=O)CC(=O)Cc1nc(N)nc(Nc2ccc(C)c(C)c2)n1,-2%,-3%,8%,7%,12%,1%,-4%,?,-6
Cc1ccc2c(c1)N(C(=O)c1ccc(F)cc1)C(C)(C)CC2(C)c1ccccc1 (stereo not given),-1%,-2%,15%,1%,-15%,-9%,-4%,-12%,-2
Cc1c(O)c(=O)ccn1Cc1ccccc1,1%,-5%&-4%,22%[57.1 µM],4%[57.1 µM],-2%,4%,3%,-26%,3
CC(=O)c1ccc(NC(=O)c2ccc3nc(-c4ccco4)c(-c4ccco4)nc3c2)cc1,-5%,-13%,2.5µM*,1%,?,6%,16%,?,6
Cc1ccc(-n2nc3c(Cl)nnc(C)c3c2C)cc1,2%,-5%,-19%,0%,-4%,1%,-6%,-7%,2
COc1ccc(CN2CCN(c3cc(C)nc4c5c(C)cc(C)nc5nn34)CC2)cc1F,1%,-7%,8%,54%[activator],-38%,4%,?,-13%,2
COc1ccc(S(=O)(=O)N(CC(=O)NCC2CCCO2)C2CCCCC2)cc1OC (stereo not given),3%,-1%,9%,4%,-23%,0%,3%,-6%,-1
O=C(CCCn1cc([N+](=O)[O-])cn1)N1CCCCC1,5%,-1%,20%[57.1 µM],-8%,-8%,7%,12%,-3%,-4
O=S(=O)(O)c1cc(O)c2c(O)c(N=Nc3cc(Cl)ccc3O)c(S(=O)(=O)O)cc2c1,-2%,-9%,-12%,-15%,-60%[56.9 µM],9%,11%,?,31
O=C(COc1ccccc1)N1CCCCCCC1,1%,0%,19%[57.1 µM],-11%,-5%,0%,-4%,-6%,-11
Cc1cccc(-c2nc(CCNC(=O)c3ccco3)cs2)c1,-5%&-15%,-1%&-3%,1%[57.1 µM],4%[57.1 µM],-8%,6%&2%,0%&0%,-9%&-14%,0&-3
Cc1cnc(C(=O)OCC(=O)N=c2sccn2Cc2ccccc2Cl)cn1,2%,-4%,11%,1%,-25%,2%,1%,-26%,-1
COC(=O)c1ccc(COC(=O)C2CCN(S(=O)(=O)c3c(Cl)cccc3Cl)CC2)o1,-3%,-3%,17%,9%[57.1 µM],-9%,2%,5%,?,-1
CN1Cc2ccccc2CC1CNCc1c(C(=O)N2CCCC2)nc2ccccn12 (stereo not given),-1%,-3%,27%,12%,9%,12%,-25%,-17%,-3
Cc1ccc(S(=O)(=O)N2CCN(C(=O)CCC(=O)OCC(=O)Nc3cccc(C#N)c3)CC2)cc1,-2%,-4%,7%[57.1 µM],10%[57.1 µM],35%,-5%,-19%,-8%,-14
CSc1oc(-c2ccc(F)cc2)nc1S(=O)(=O)c1ccccc1,-1%,-2%,13%,-4%,7%,2%,1%,-12%,2
CCOC(=O)c1c(-c2cccs2)csc1NC(=O)CCCC(=O)O,-7%,-6%,10%,5%,12%,10%,0%,-20%,-5
COc1ccccc1NCC(=O)N1CCN(S(=O)(=O)c2ccccc2)CC1,-5%,-1%,34%,11%,-4%,2%,-3%,-10%,1
COc1ccc(C(=O)c2cn(Cc3ccccc3OC)c3cc4c(cc3c2=O)OCO4)cc1,-4%,2%,25%,6%,6%,-14%,0%,-10%,-17
N#Cc1ccc(Cl)cc1NC(=O)CSc1cccc[n+]1[O-],-1%,-3%,1%,-7%[11.4 µM],-30%,9%,1%,-16%,-4
COc1ccc([C@H]2N[C@]3(CCCN(Cc4ccco4)C3=O)[C@H]3C(=O)N(C)C(=O)[C@@H]23)cc1,-8%,-1%,·,·,·,2%,10%,-20%,3
COc1ccc(Br)c(C(=O)OCC(=O)NC2CCCCCC2)c1,8%,0%,19%,4%,-19%,8%,5%,-19%,-3
O=C(c1cccnc1)N(Cc1ccccc1)c1ccccc1,-1%,-2%,-3%,-5%,-17%,4%,1%,0%,10
O=C(NC1CCCc2ccccc21)c1ccc2c(c1)OCO2 (stereo not given),1%,-1%,-3%,-9%,7%,0%,-28%,-15%,-14
Cc1nnc(SCC(=O)NC2CCCCCC2)n1C(C)C,-1%,-5%,27%,3%,-40%,-10%,5%,-3%,-16
COc1cc(C2c3c(oc4cc(C)c(C)cc4c3=O)C(=O)N2c2cc(C)ccn2)ccc1O (stereo not given),-4%,-5%,5%[57.1 µM],16%[57.1 µM],-10%,8%,6%,-19%,-8
O=C(N/N=C/c1cccc2nccnc12)c1ccncc1,-9%,0%,1%,-8%,-12%,0%,7%,-18%,-3
CCCCn1nc(NC(=O)CCC)c2cc3cc(OC)ccc3nc21,-11%,0%,1%[57.1 µM],13%,0%,13%,-19%,-16%,0
CCCCCC/C=C/c1ccc(C2C3C=CCC(C)C3C(=O)N2Cc2ccccc2)c(F)c1 (stereo not given),4%,0%,-16%,-6%,10%,·,·,·,·
O=C(OCC(=O)N1CCN(S(=O)(=O)c2ccccc2)CC1)C1CCC1,5%,-5%,6%,-5%,-13%,7%,0%,-22%,-4
COc1ccccc1N1CCN(c2ncnc3sc(C(=O)NCC4CCCO4)c(C)c23)CC1 (stereo not given),-2%,1%,-5%,-10%,12%,10%,-9%,-20%,-10
CSCCC(NC(=O)OCc1ccccc1)C(=O)O (stereo not given),0%,-2%,-1%,-7%,-15%,0%,-1%,-9%,-4
CCn1c(=S)sc2c(=O)[nH]c(SCC(=O)Nc3cc(OC)ccc3OC)nc21,4%,-7%,-6%,-4%,-18%,2%,-1%,-29%,0
COc1cccc(C2C(C(=O)c3cccs3)=C(O)C(=O)N2c2cc(C)on2)c1 (stereo not given),-5%,8%,-17%,-7%,-19%,14%,-5%,-9%,8
Cc1cc(C)cc(OCC(=O)Nc2ccc(F)cc2)c1,-2%,-4%,10%,6%,-21%,0%,-4%,-4%,1
COc1cc(NC(=O)C2CCC(CNc3c(N4CCC(C)CC4)c(=O)c3=O)CC2)cc(OC)c1 (stereo not given),2%&-3%,-1%&-3%,-7%[11.4 µM],-4%[11.4 µM],-20%&3%,-1%&15%,17%&1%,-21%&-10%,-1&-2
Cc1ccc(C(=O)N2CCC(c3c[nH]c4ccccc34)(c3c[nH]c4ccccc34)CC2)cc1,7%,0%,13%,0%,-12%,-9%,6%,-25%,-7
CCc1nnc(NC(=O)C2CCCN(S(=O)(=O)c3ccccc3)C2)s1 (stereo not given),1%,-3%,10%,-6%,-12%,4%,-2%,-7%,0

# An excerpt from above in order of SMILES length, smallest number first.
SMILES,Vif-A3G inh,Glioma ERSR ind,TrxR1 inh,TrxR1 substrate,RGS4 inh,IDH1 R132H inh,Vif-A3F inh,USP1 inh,LDHA block
O=C(N/N=C/c1cccc2nccnc12)c1ccncc1,-9%,0%,1%,-8%,-12%,0%,7%,-18%,-3
O=C(CCCn1cc([N+](=O)[O-])cn1)N1CCCCC1,5%,-1%,20%[57.1 µM],-8%,-8%,7%,12%,-3%,-4
COc1ccc(Br)c(C(=O)OCC(=O)NC2CCCCCC2)c1,8%,0%,19%,4%,-19%,8%,5%,-19%,-3
COc1ccccc1NCC(=O)N1CCN(S(=O)(=O)c2ccccc2)CC1,-5%,-1%,34%,11%,-4%,2%,-3%,-10%,1
O=C(OCC(=O)N1CCN(S(=O)(=O)c2ccccc2)CC1)C1CCC1,5%,-5%,6%,-5%,-13%,7%,0%,-22%,-4
COc1ccc(S(=O)(=O)N(CC(=O)NCC2CCCO2)C2CCCCC2)cc1OC (stereo not given),3%,-1%,9%,4%,-23%,0%,3%,-6%,-1
Cc1ccc2c(c1)N(C(=O)c1ccc(F)cc1)C(C)(C)CC2(C)c1ccccc1 (stereo not given),-1%,-2%,15%,1%,-15%,-9%,-4%,-12%,-2
COc1ccc(C(=O)c2cn(Cc3ccccc3OC)c3cc4c(cc3c2=O)OCO4)cc1,-4%,2%,25%,6%,6%,-14%,0%,-10%,-17
COC(=O)c1ccc(COC(=O)C2CCN(S(=O)(=O)c3c(Cl)cccc3Cl)CC2)o1,-3%,-3%,17%,9%[57.1 µM],-9%,2%,5%,?,-1
